TcdB GH inh = inhibitors of Clostridioides difficile toxin B glycohydrolase; AID 652162; P18177; inhibition, % at 9.99 µM; TcdB glycohydrolase enzymatic assay, plate reader; 350,000 tested, 0.24% active; in the data active means inhibition above about 10%
Numbers without * were called inactive.

SMILES | TcdB GH inh
C[C@H](CO)N1C[C@H](C)[C@@H](CN(C)Cc2cccc(F)c2)Oc2cc(C#CC3CC3)ccc2S1(=O)=O | 0.5
Cc1noc(C)c1NC(=O)Nc1cccc2c1O[C@H](CN(C)Cc1ccc(C(=O)O)cc1)[C@@H](C)CN([C@H](C)CO)C2=O | 0.4
C[C@H](CO)N1C[C@H](C)[C@H](CN(C)Cc2ccc(C(=O)Nc3ccccc3N)cc2)Oc2ccc(NC(=O)Cc3ccccc3)cc2CC1=O | 0.2
COCC(=O)Nc1ccc2c(c1)C(=O)N(C)C[C@@H](OC)[C@H](C)CN(C(=O)Cc1ccccn1)[C@H](C)CO2 | 2.3
CCCNC(=O)N1CC2(C1)[C@@H](c1ccccc1)[C@H](CO)N2C(=O)C1CCC1 | 0.7
COc1ccc(-c2ccc([C@H]3[C@@H](CO)N4CCCCN(C(=O)Cc5ccncc5)C[C@H]34)cc2)cc1 | -0.3
COc1ccc(CN2CC3(CN(C(=O)Cc4ccccc4)C3)c3c([nH]c4cc(OC)ccc34)[C@H]2CO)cc1 | 0.8
O=C([C@H]1[C@H](CO)[C@H]2Cn3c(cccc3=O)[C@H]2N1C(=O)CC1CC1)N1CCCCC1 | 1.0
Cn1cnc(S(=O)(=O)NC[C@@H]2CC[C@@H]3[C@@H](CN3Cc3nccs3)O2)c1 | 0.5
COc1ccc(CNC(=O)C[C@H]2C[C@@H]3c4cc(NC(=O)C5CCC5)ccc4O[C@@H]3[C@@H](CO)O2)cc1 | -0.1
CO[C@H](CN(C)CC1CCOCC1)[C@H](C)CN(C(=O)Nc1ccc(F)cc1)[C@H](C)CO | 0.8
CN1CCN(C(=O)C[C@@H]2CC[C@H]3[C@H](COc4ccc(NC(=O)c5ccc(F)c(F)c5)cc4C(=O)N3C)O2)CC1 | 0.9

Random excerpt: 3 entries already listed
SMILES | TcdB GH inh
Cc1noc(C)c1NC(=O)Nc1cccc2c1O[C@H](CN(C)Cc1ccc(C(=O)O)cc1)[C@@H](C)CN([C@H](C)CO)C2=O | 0.4
COc1ccc(CN2CC3(CN(C(=O)Cc4ccccc4)C3)c3c([nH]c4cc(OC)ccc34)[C@H]2CO)cc1 | 0.8
Cn1cnc(S(=O)(=O)NC[C@@H]2CC[C@@H]3[C@@H](CN3Cc3nccs3)O2)c1 | 0.5

Next part:
SMILES | TcdB GH inh
Cc1noc(C)c1NC(=O)N(C)C[C@@H]1OCCCC[C@H](C)Oc2ccc(NC(=O)C3CCCCC3)cc2C(=O)N([C@@H](C)CO)C[C@H]1C | 1.0
C[C@@H]1CN([C@H](C)CO)C(=O)c2cccc(NC(=O)C3CCCCC3)c2O[C@H]1CN(C)Cc1ccc(C(=O)Nc2ccccc2N)cc1 | -1.0
CCC(=O)N1CC2(C1)CN(S(C)(=O)=O)[C@@H](CO)c1c2c2ccc(OC)cc2n1C | 0.3
CC(=O)N1CC2(C1)[C@@H](c1ccccc1)[C@@H](CO)N2Cc1cccc(Cl)c1 | -0.8
CCC(=O)N1CC2(C1)[C@H](c1ccc(-c3ccccc3C)cc1)[C@H](CO)N2C(C)=O | 0.2
CC(C)NC(=O)N(C)C[C@@H]1OCCCC[C@@H](C)Oc2ccc(NS(=O)(=O)c3ccc(Cl)cc3)cc2C(=O)N([C@H](C)CO)C[C@@H]1C | -0.9
CCCNC(=O)C[C@H]1CC[C@@H]2[C@H](COC[C@@H](O)CN2C(=O)Nc2ccccc2OC)O1 | -2.9
C[C@H](CO)N1C[C@H](C)[C@H](CN(C)C(=O)Nc2ccc(C(F)(F)F)cc2)Oc2ccc(NC(=O)C3CCCCC3)cc2C1=O | 0.9
C[C@@H]1CN([C@H](C)CO)C(=O)c2cc(NC(=O)Nc3ccccc3)ccc2O[C@H]1CN(C)C(=O)Nc1ccc(F)cc1 | -2.3
O=C(C[C@H]1C=C[C@H](NC(=O)C2CCC2)[C@@H](CO)O1)NC1CCCCC1 | -2.4
CCC(=O)N[C@@H]1CC[C@@H](CC(=O)NCc2cc(F)cc(F)c2)O[C@@H]1CO | -1.3
C[C@H]1CN([C@@H](C)CO)C(=O)CCCn2cc(nn2)CO[C@@H]1CN(C)C(=O)Oc1ccc2ccccc2c1 | 0.9

4 entries from above, set out differently:
CC(C)NC(=O)N(C)C[C@@H]1OCCCC[C@@H](C)Oc2ccc(NS(=O)(=O)c3ccc(Cl)cc3)cc2C(=O)N([C@H](C)CO)C[C@@H]1C
  TcdB GH inh: -0.9

CCCNC(=O)C[C@H]1CC[C@@H]2[C@H](COC[C@@H](O)CN2C(=O)Nc2ccccc2OC)O1
  TcdB GH inh: -2.9

C[C@H](CO)N1C[C@H](C)[C@H](CN(C)C(=O)Nc2ccc(C(F)(F)F)cc2)Oc2ccc(NC(=O)C3CCCCC3)cc2C1=O
  TcdB GH inh: 0.9

C[C@@H]1CN([C@H](C)CO)C(=O)c2cc(NC(=O)Nc3ccccc3)ccc2O[C@H]1CN(C)C(=O)Nc1ccc(F)cc1
  TcdB GH inh: -2.3

(continued)
SMILES | TcdB GH inh
Cc1noc(C)c1NC(=O)N(C)C[C@H]1Oc2ccc(NC(=O)Nc3ccc(C(F)(F)F)cc3)cc2C(=O)N([C@@H](C)CO)C[C@H]1C | 0.0
COCC(=O)N(C)C[C@@H]1Oc2ncc(C#CC(C)(C)O)cc2C(=O)N([C@@H](C)CO)C[C@H]1C | -0.4
O=C(Nc1ccc(F)cc1)N1CCCCN2[C@H](CO)[C@H](c3ccc(C4=CCCCC4)cc3)[C@@H]2C1 | -0.6
O=C(C[C@@H]1C[C@H]2c3cc(NS(=O)(=O)c4ccc(F)cc4)ccc3O[C@H]2[C@@H](CO)O1)N1CCCCC1 | 0.6
CCN1[C@H](C(=O)OC)[C@@H](CO)[C@@H]2Cn3c(ccc(C4=CCCCC4)c3=O)[C@@H]21 | -0.2
C[C@H]1CN([C@@H](C)CO)C(=O)c2cccc(NC(=O)C3CCCCC3)c2O[C@H]1CN(C)S(=O)(=O)c1ccc(F)cc1 | 0.9
O=C(NCC[C@H]1CC[C@H](NC(=O)C2CCCC2)[C@@H](CO)O1)Nc1ccc(Cl)cc1 | -0.3
COc1ccc(CN(C)C[C@@H]2Oc3ccc(NC(=O)NC4CCCCC4)cc3C(=O)N([C@@H](C)CO)C[C@@H]2C)cc1 | -0.1
C[C@@H]1CN([C@@H](C)CO)C(=O)c2c(c3ccccc3n2C)-c2ccccc2CO[C@H]1CN(C)Cc1ccc2c(c1)OCO2 | 1.2
COc1ccc(CN(C)C[C@H]2OCCCC[C@@H](C)Oc3ccc(NC(=O)Nc4ccc(C(F)(F)F)cc4)cc3C(=O)N([C@@H](C)CO)C[C@H]2C)cc1 | 1.0
CC(C)NC(=O)N[C@@H]1C=C[C@H](CC(=O)NCCCN(C)C)O[C@H]1CO | 0.6
CO[C@H]1CN(C)C(=O)c2ccc(NS(C)(=O)=O)cc2OC[C@H](C)N(Cc2ccccc2)C[C@H]1C | -0.4
C[C@@H]1CCCCO[C@@H](CN(C)Cc2ccccc2)[C@@H](C)CN([C@H](C)CO)C(=O)c2cc(NC(=O)Nc3ccccc3)ccc2O1 | 0.1
C[C@@H]1CN([C@@H](C)CO)C(=O)c2cccc(NC(=O)C3CC3)c2O[C@H]1CN(C)Cc1ccncc1 | 0.1
C/C=C/c1ccc2c(c1)O[C@H](CN(C)C(=O)NC1CCCCC1)[C@@H](C)CN([C@H](C)CO)S2(=O)=O | -0.3
CO[C@@H](CN(C)C(=O)Nc1ccc(Cl)cc1)[C@@H](C)CN(Cc1ccccc1Cl)[C@H](C)CO | 1.1
COc1ccc(CN(C)C[C@@H]2OCCCC[C@@H](C)Oc3ccc(NC(=O)Nc4cccc5ccccc45)cc3C(=O)N([C@H](C)CO)C[C@@H]2C)cc1 | 0.3
CCCNC(=O)N1[C@H](CO)[C@@H](c2ccccc2)C12CN(C(=O)CC)C2 | 1.2
CCCCNC(=O)C1C(c2ccc(C(F)(F)F)cc2)=Nc2ccccc2N1C(=O)c1cccc(C(F)(F)F)c1 (configuration not stated) | 1.3
CCCNC(=O)N[C@@H]1CC[C@@H](CCn2cc(C3CCCC3)nn2)O[C@@H]1CO | -0.9
CCCNC(=O)N1CCC2(CC1)CN(S(C)(=O)=O)[C@@H](CO)c1c2c2ccc(OC)cc2n1C | -0.5
C[C@@H]1CN([C@@H](C)CO)C(=O)Cc2cc(NC(=O)CCN3CCOCC3)ccc2O[C@H]1CN(C)C(=O)Nc1ccccc1 | -0.7
Cc1ccc(-c2ccc3c(c2)O[C@H](CN(C)C(=O)C2CCC2)[C@H](C)CN([C@@H](C)CO)S3(=O)=O)cc1 | 0.2
O=C(C1CCC1)N1CC2(C1)[C@@H](c1ccccc1)[C@@H](CO)N2C(=O)CC1CC1 | -1.1

Reprinted from the part before: 2 entries; new compounds follow.
SMILES | TcdB GH inh
Cc1ccc(-c2ccc3c(c2)O[C@H](CN(C)C(=O)C2CCC2)[C@H](C)CN([C@@H](C)CO)S3(=O)=O)cc1 | 0.2
O=C(C1CCC1)N1CC2(C1)[C@@H](c1ccccc1)[C@@H](CO)N2C(=O)CC1CC1 | -1.1
Cc1noc(C)c1S(=O)(=O)Nc1ccc2c(c1)CC(=O)N([C@@H](C)CO)C[C@H](C)[C@H](CN(C)Cc1ccc(C(=O)O)cc1)O2 | 1.0
N#C[C@H]1N[C@H](CO)[C@H]1c1ccc(-c2cccc(F)c2)cc1 | -1.6
O=C(N[C@H]1CC[C@H](CCNS(=O)(=O)c2ccc(F)cc2)O[C@@H]1CO)c1cccnc1 | -0.2
C/C=C/c1cnc2c(c1)C(=O)N([C@H](C)CO)C[C@H](C)[C@@H](CN(C)S(=O)(=O)c1ccccc1F)O2 | -0.3
C[C@@H]1CN([C@H](C)CO)C(=O)c2cccc(NC(=O)Nc3cccc4ccccc34)c2O[C@@H]1CN(C)Cc1ccc(C(=O)O)cc1 | -0.9
CC(C)c1cn(CC[C@@H]2CC[C@H](NC(=O)C3CCCCC3)[C@H](CO)O2)nn1 | -1.0
COc1ccc2c3c(n(C)c2c1)[C@H](CO)N(Cc1ccccc1F)CC31CCN(C(=O)C2CCCC2)CC1 | -0.5
COc1ccccc1NC(=O)N1C[C@@H]2[C@H](c3ccccc31)[C@@H](CO)N2C(=O)C1CC1 | 0.8
COCC#Cc1cnc2c(c1)C(=O)N([C@@H](C)CO)C[C@@H](C)[C@H](CN(C)Cc1ccccc1)O2 | 0.3
COc1ccc(S(=O)(=O)N[C@@H]2CC[C@@H](CC(=O)NCc3ccccc3F)O[C@H]2CO)cc1 | -0.2
COc1cccc(NC(=O)N2CC(=O)N3[C@H](C2)[C@@H](c2ccc(C4=CCCC4)cc2)[C@@H]3CO)c1 | 0.2
CCCNC(=O)N1CC2(C1)[C@@H](c1ccccc1)[C@@H](CO)N2Cc1ccccn1 | -0.1
C[C@@H]1CCCCO[C@@H](CN(C)CC2CC2)[C@@H](C)CN([C@H](C)CO)C(=O)c2cc(NS(C)(=O)=O)ccc2O1 | 0.6
N#C[C@@H]1[C@@H](c2ccc(C3=CCCCC3)cc2)[C@H](CO)N1C(=O)C1CCOCC1 | 0.5
COCC(=O)N1C[C@H]2[C@@H](c3ccccc31)[C@H](CO)N2C(=O)C1CC1 | -0.8
C/C=C/c1ccc([C@H]2[C@@H](CO)N3CCCCN(S(=O)(=O)c4cccs4)C[C@@H]23)cc1 | 0.9
N#C[C@H]1N[C@@H](CO)[C@H]1c1ccccc1 | 0.5
C[C@@H]1CCCCO[C@H](CN(C)C(=O)CCC(F)(F)F)[C@@H](C)CN([C@@H](C)CO)C(=O)c2cc(NC(=O)Cc3ccccc3)ccc2O1 | -0.5
O=C1N[C@H](c2ccccc2)COCc2cn(nn2)CC[C@H]1Cc1ccccc1 | -3.6
C[C@H](CO)N1C[C@H](C)[C@H](CN(C)C(=O)C2CC2)Oc2ncc(-c3ccccc3F)cc2C1=O | -0.2
CC(C)NC(=O)Nc1cccc2c1O[C@@H](CN(C)S(=O)(=O)c1cn(C)cn1)[C@@H](C)CN([C@@H](C)CO)C2=O | 0.0
C[C@H]1CN([C@@H](C)CO)C(=O)Cc2cc(NC(=O)CCCN(C)C)ccc2O[C@H]1CN(C)S(=O)(=O)c1ccc(Cl)cc1 | -0.8
COC(=O)C1=C(C)N(Cc2ccccc2C(F)(F)F)C(=NCc2ccc3c(c2)OCO3)NC1c1ccc(F)cc1 (configuration not stated) | 1.5
CO[C@@H]1CN(C)C(=O)c2cc(NS(=O)(=O)c3ccc(C)cc3)ccc2OC[C@@H](C)N(Cc2ccccn2)C[C@H]1C | -0.5
CCN1CC(=O)N2[C@H](C1)[C@H](c1ccc(-c3ccccc3F)cc1)[C@@H]2CO | -3.1
C[C@H]1CN([C@@H](C)CO)C(=O)c2cccc(NC(=O)Nc3cccc4ccccc34)c2O[C@H]1CN(C)C(=O)Nc1ccc2c(c1)OCO2 | 1.2
CC(C)C#Cc1ccc([C@@H]2[C@@H](CO)N3CCCCN(C(=O)NC(C)C)C[C@@H]23)cc1 | 0.6
Cc1ccccc1S(=O)(=O)N(C)C[C@@H]1OCc2ccccc2-c2c(n(C)c3ccccc23)C(=O)N([C@@H](C)CO)C[C@H]1C | 0.6
Cc1cccc(S(=O)(=O)N2CCCCN3[C@@H](CO)[C@@H](c4ccc(C#CC(C)C)cc4)[C@@H]3C2)c1 | -5.7
Cc1ccc(S(=O)(=O)N2C[C@@H](O)COC[C@H]3O[C@H](CC(=O)NCC4CCCCC4)CC[C@@H]32)cc1 | 0.2
COc1ccc(-c2ccc3n(c2=O)C[C@H]2[C@H](CO)[C@@H](C(=O)NCC4CC4)[C@@H]3N2S(C)(=O)=O)cc1 | -1.4
COc1ccccc1C#Cc1ccc([C@H]2[C@@H](C#N)N(C(=O)C3CCC3)[C@H]2CO)cc1 | 0.0
O=C(C[C@H]1CC[C@H]2[C@@H](COC[C@@H](O)CN2C(=O)c2ccccc2)O1)Nc1ccc(-c2ccccc2)cc1 | 0.2
CCCNC(=O)N1[C@H](CO)[C@@H](c2ccccc2-c2ccc(F)cc2)[C@@H]1C#N | 0.7
CO[C@H]1CN(C)C(=O)c2ccc(NC(=O)c3cc(C)on3)cc2OC[C@@H](C)N(C)C[C@H]1C | 0.0
CCCNC(=O)N(C)C[C@@H]1Oc2cc(-c3cccnc3)ccc2S(=O)(=O)N([C@H](C)CO)C[C@H]1C | 1.7
COCC(=O)N(C)C[C@@H]1Oc2ncc(C#Cc3cccnc3)cc2C(=O)N([C@@H](C)CO)C[C@@H]1C | -1.4

Assay outcomes (PubChem)

An excerpt; the hit share may differ from the screen's.
